# Compound activity (PubChem)
# Spn PMK inh = S. pneumoniae PMK inhibitors, primary screen, biochemical, mevalonate pathway, pilot trial included. purified PMK, PK/LDH-coupled NADH absorbance 340 nm. inhibition, % at 10 µM. 0.49% of 65,000 active;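 active means top-ranked compounds by inhibition in the single 10 µM screen, taking a fixed number of the strongest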;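 further: 0% = full reaction with DMSO carrier and 100% = background rate without enzyme reaction; no value below 0 was filed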
# Bfl-1 displacement = Bfl-1 inhibitors, primary screen, biochemical, fluorescence polarization, FITC-Bid, mouse (AID 432) | FITC-Bid BH3 peptide fluorescence polarization displacement; higher % means a stronger effect | one-dose displacement, % at 20 µM; IC50 in µM for titrated hits | 0.02% of 64,000 active; in the data active means a potency from the dose series; inactive means the rest, 99 in 100 with displacement below about 15%; further: strong numbers were not always called active
# LYP inhibition = LYP phosphatase inhibitors, primary screen, biochemical, DiFMUP fluorescence, recombinant catalytic domain, 10 µM (AID 606); Tyrosine-protein phosphatase non-receptor type 22 (Homo sapiens); recombinant LYP catalytic domain, DiFMUP fluorescence; higher % means a stronger effect; inhibition, % at 10 µM; hits with a dose series show IC50 in µM; 52,000 tested, under 10 active;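 active means IC50 under 40 µM in the dose-response test; inactive means IC50 of 40 µM or more, or never dose-tested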
# KRASV12 cytotoxicity = cytotoxicity in KRAS-transformed pancreatic duct cells, primary screen, cell-based, fluorescence, HTS (AID 431); HPDE-C7K KRASV12 cells, Alamar Blue viability, 48 h; higher % means a stronger effect; cytotoxicity, % at 10 µM; hits with a dose series show EC50 in µM; 1.7% of 63,000 active;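 active means compounds whose percent cytotoxicity in the single-dose primary screen, scaled between solvent and toxic-drug controls, exceeds 50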;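 further: 0% = DMSO solvent wells and 100% = doxorubicin-treated wells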
# HT1080 viability = cytotoxicity in HT1080 fibrosarcoma cells, cell-based, fluorescence readout (AID 620). 0.42% of 87,000 active. cytotoxicity, % at 10 µM, or EC50 in µM where a hit was titrated. HT1080 viability, fluorescence; higher % means a stronger effect;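 further: cells exposed to compound overnight then 4 h with Alamar Blue; 0% = vehicle DMSO and 100% = killing control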
# Alkaline phosphatase = human TNAP enzyme inhibitors, biochemical, luminescent (AID 518) | Alkaline phosphatase, tissue-nonspecific isozyme (Homo sapiens) | 0.09% of 64,000 active | inhibition, % at 20 µM, or IC50 in µM where a hit was titrated | purified TNAP enzyme, luminescent substrate readout; higher % means a stronger effect; in the data active means a potency from the dose series; inactive means the rest, 99 in 100 with inhibition below about 22%;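 further: plate controls were vehicle for no effect and reference inhibitor for full effect; many of its hits are not listed in these tables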
# MK inhibit = S. pneumoniae MK inhibitors, primary screen, biochemical, PK/LDH-coupled NADH absorbance; purified MK, PK/LDH-coupled NADH absorbance 340 nm; inhibition, % at 10 µM; AID 555, 2006; 0.48% of 65,000 active;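 active means ranked among the strongest by inhibition in the single 10 µM screen, a fixed top-ranked set picked for dose follow-up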; further: no value below 0 was filed
# HPDE-C7 viability = cytotoxicity in HPDE-C7 cells, cell-based, fluorescence, HTS (AID 430); HPDE-C7 pancreatic duct cells viability, fluorescence; higher % means a stronger effect; one-dose cytotoxicity, % at 10 µM; EC50 in µM for titrated hits; 1.8% of 63,000 active;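 further: cells exposed to compound for 48 hours before viability readout; 0% = vehicle and 100% = reference cytotoxic drug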
# Spn DPM-DC inh = S. pneumoniae DPM-DC inhibitors, primary screen, biochemical, PK/LDH-coupled NADH fluorescence; calls only at 10 µM; 0.49% of 65,000 active; diphosphomevalonate decarboxylase (Streptococcus pneumoniae D39); AID 556, 2006; purified DPM-DC;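 active means the 320 compounds with the highest percent inhibition in the single-dose primary screen, excluding strongly autofluorescent ones, cut at about 32% in these data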;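 further: kinetic rate of NADH fluorescence loss reporting ADP formed by the decarboxylase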
# Spn PMK inh pilot replicates = also measured in Spn PMK inh; calls as there; inhibition, %; measured here: pilot screen replicates
# MK inhibit pilot replicates = second read-out of MK inhibit, no call of its own (marks repeat the call); inhibition, %; measured here: pilot screen replicates
# Spn DPM-DC inh pilot screen % = recorded beside Spn DPM-DC inh, whose call it bears; inhibition, %; measured here: pilot screen trials
# Active calls of the source: *; i = inactive; . = no result given. Unless noted, no stated cut-off is given here; in the data, active means cytotoxicity above about 50%; inactive means the rest.
SMILES,Spn PMK inh,Bfl-1 displacement,LYP inhibition,KRASV12 cytotoxicity,HT1080 viability,Alkaline phosphatase,MK inhibit,HPDE-C7 viability,Spn DPM-DC inh,others
CC(C(=O)NCC1(c2ccccc2)CCCC1)N1CCCC1 (stereo not drawn),6,-3%,.,5%,-1%,2%,8,-3%,i,
COc1ccc(C2C3=C(CC(C)(C)CC3=O)Oc3ncn(CCCn4ccnc4)c(=N)c32)cc1 (stereo not drawn),3,-6%,.,-27%,20%,4%,10,-32%,i,
CCn1c(=O)cc(N2CCC3(CC2)OCCO3)[nH]c1=O,0,-3%,-4%,-5%,3%,13%,0,-17%,i,
COc1ccc(C2C3=C(CCCC3=O)Nc3nc(SCc4ccccc4)nn32)cc1OC (stereo not drawn),14,-5%,4%,-9%,-3%,8%,15,-5%,i,Spn PMK inh pilot replicates=0.0;MK inhibit pilot replicates=1.0;Spn DPM-DC inh pilot screen %=6.0
Cc1ccc(-c2nnn(CC(=O)Nc3ccc4nn(-c5ccccc5)nc4c3)n2)o1,18,6%,10%,5%,5%,15%,11,-5%,i,
Cc1cccc(NC(=O)C(C)Oc2ccccc2C)n1 (stereo not drawn),1,-7%,-3%,-3%,-7%,3%,8,-6%,i,
COc1ccc(OC)c(NC(=O)Cn2cccc2)c1,3,-9%,-1%,2%,-4%,2%,14,7%,i,
CCCCn1c(SCC(=O)NCc2cccs2)nc2c1c(=O)n(C)c(=O)n2C,6,0%,14%,-3%,4%,10%,7,-5%,i,
COc1cc(C(=S)N2CCCCC2)ccc1OCC(=O)N1CCCC1,5,-7%,3%,-2%,-4%,6%,0,-9%,i,
C=CCN1C(=O)C(C)(C)Nc2ccccc21,5,-2%,-4%,.,-10%,6%,11,.,i,
COc1ccc(-n2nc3cc(C)c(N)c(Br)c3n2)cc1,4,1%,2%,14%,2%,19%,8,18%,i,Spn PMK inh pilot replicates=4.0;MK inhibit pilot replicates=0.0;Spn DPM-DC inh pilot screen %=2.5
COc1ccc(-c2noc(CSc3nc4ccccc4c(=O)n3-c3ccccc3)n2)cc1,9,3%,12%,6%,5%,9%,3,3%,i,
O=C1CC2(CON=C2c2ccc(F)cc2)C(=O)N1c1ccc(F)cc1 (stereo not drawn),6,5%,10%,0%,4%,10%,0,0%,i,
COc1cccc(-c2nc(CS(=O)(=O)CC(=O)N3CCc4ccccc4C3)c(C)o2)c1,12,-2%,-7%,4%,-7%,22%,6,-6%,i,Spn PMK inh pilot replicates=2.0;MK inhibit pilot replicates=4.0;Spn DPM-DC inh pilot screen %=4.0
COc1ccc(C2=Nn3c(nnc3-c3ccccn3)SC2)cc1OC,2,0%,4%,-5%,-9%,8%,0,-1%,i,

# Reprinted from the part before: three entries, followed by the next part.
SMILES,Spn PMK inh,Bfl-1 displacement,LYP inhibition,KRASV12 cytotoxicity,HT1080 viability,Alkaline phosphatase,MK inhibit,HPDE-C7 viability,Spn DPM-DC inh,others
O=C1CC2(CON=C2c2ccc(F)cc2)C(=O)N1c1ccc(F)cc1 (stereo not drawn),6,5%,10%,0%,4%,10%,0,0%,i,
COc1cccc(-c2nc(CS(=O)(=O)CC(=O)N3CCc4ccccc4C3)c(C)o2)c1,12,-2%,-7%,4%,-7%,22%,6,-6%,i,Spn PMK inh pilot replicates=2.0;MK inhibit pilot replicates=4.0;Spn DPM-DC inh pilot screen %=4.0
COc1ccc(C2=Nn3c(nnc3-c3ccccn3)SC2)cc1OC,2,0%,4%,-5%,-9%,8%,0,-1%,i,
CCOC(=O)C1CCCN(c2nc(C)nc3c2oc2ccccc23)C1 (stereo not drawn),0,1%,.,7%,4%,7%,16,-4%,i,
COc1cc(CN2CCC(C(=O)NC3CCCC3)CC2)cc(OC)c1O,12,4%,.,4%,2%,10%,7,2%,i,
Cc1ccccc1-n1c(C)nc2ccccc21,14,2%,3%,-13%,1%,10%,4,-12%,i,
NC(=O)CC1(CC(=O)O)CCCCC1,9,-6%,14%,-8%,16%,10%,7,-12%,i,
COC(=O)c1cccc(N(C(=O)c2cnccn2)C(C(=O)NCc2ccccc2)c2ccco2)c1 (stereo not drawn),16,2%,.,-6%,-2%,6%,4,-7%,i,
Nc1ccc(O)c(-c2nc3ccccc3s2)c1,10,50%,10%,16%,-2%,10%,0,3%,i,
CCOC(=O)N1CCN(c2nc(-c3ccc(OC)cc3)no2)CC1,9,-4%,.,-2%,1%,0%,7,-7%,i,
CCn1c2ccccc2c2nnc(SCc3cc(=O)n4ccsc4n3)nc21,4,-5%,8%,.,14%,18%,6,.,i,
Cn1c(NC(=O)c2ccc(Cl)cc2Cl)cc(=O)n(C)c1=O,0,-6%,-5%,-7%,-1%,4%,5,-11%,i,
COc1ccc(C)cc1NC(=O)CSc1nnc(-c2ccc(C)cc2)o1,4,6%,5%,2%,-2%,8%,1,-5%,i,
CCN(CC)c1ccc(N2C(=O)c3ccccc3C2=O)cc1,0,-10%,0%,2%,35%,5%,5,-18%,i,
O=C(Cn1c(=O)sc2ccccc21)NCCOc1ccccc1F,8,-7%,-8%,-12%,3%,15%,13,-16%,i,Spn PMK inh pilot replicates=5.0;MK inhibit pilot replicates=1.5;Spn DPM-DC inh pilot screen %=0.0
Cc1ccc(N2CC(C(=O)N3CCN(C(=O)c4ccco4)CC3)CC2=O)cc1 (stereo not drawn),0,-2%,.,52%*,3%,15%,9,9%,i,Spn PMK inh pilot replicates=10;MK inhibit pilot replicates=3.0;Spn DPM-DC inh pilot screen %=0.0
O=C(Nc1cccc(Cl)c1)c1cnn2cccnc12,5,4%,12%,0%,10%,7%,13,-8%,i,
COc1ccc(C)cc1Nc1cc(C)nc2ncnn12,12,-6%,15%,-14%,-6%,-1%,6,-4%,i,
CC1CCCC(C)N1CCNC(=O)CCn1nc(-c2ccccc2)ccc1=O (stereo not drawn),21,-10%,.,-5%,0%,0%,0,9%,i,
Cc1c(Cl)cccc1NC(=O)CCN1CCCCCC1,0,-8%,1%,0%,3%,6%,3,1%,i,Spn PMK inh pilot replicates=2.0;MK inhibit pilot replicates=1.0;Spn DPM-DC inh pilot screen %=0.0
CC(NC(=O)Cc1cccs1)C(c1cccs1)N1CCN(c2ccccc2)CC1 (stereo not drawn),16,.,4%,.,10%,.,5,.,i,
O=S(=O)(c1cccs1)n1cccn1,0,2%,10%,-1%,-11%,-5%,14,-8%,i,
O=C1CC(c2ccccc2)CN1Cc1ccccc1 (stereo not drawn),4,-3%,.,-1%,1%,11%,4,-4%,i,
O=C(N1CCOCC1)N1CCN(S(=O)(=O)c2ccccc2)C1,4,-8%,-2%,9%,-4%,7%,1,10%,i,
O=C(NCc1cccc(Cl)c1)c1cnccn1,4,19%,13%,-4%,7%,5%,2,-9%,i,
COc1ccccc1-n1c(C)nnc1SCC(=O)Nc1cccc(C(C)=O)c1,10,2%,-4%,-1%,9%,11%,0,-28%,i,Spn PMK inh pilot replicates=3.5;MK inhibit pilot replicates=0.0;Spn DPM-DC inh pilot screen %=4.0
COc1ccc(OC)c(N(CC(=O)Nc2cccnc2)S(=O)(=O)c2ccc(OC)c(OC)c2)c1,6,2%,12%,-16%,6%,5%,6,-23%,i,Spn PMK inh pilot replicates=0.0;MK inhibit pilot replicates=0.0;Spn DPM-DC inh pilot screen %=0.0
CCOC(=O)c1cc(C(=O)OCC)cc(-n2c(C)cc(C(=O)CN3CCOCC3)c2C)c1,11,-2%,-3%,-13%,7%,-2%,0,-2%,i,
CCOC(=O)N1CCN(c2c(NCC3CCCO3)c(=O)c2=O)CC1 (stereo not drawn),0,-12%,2%,-11%,3%,2%,3,-9%,i,
C=CCOC(=O)c1[nH]c2c(c1C)C(=O)CC(c1cc(OC)c(OC)c(OC)c1)C2 (stereo not drawn),8,-4%,1%,-10%,.,3%,11,-24%,i,
Cc1ccc(C2CC(C(F)(F)F)n3ncc(C(N)=O)c3N2)cc1 (stereo not drawn),4,-9%,5%,-4%,-4%,7%,9,7%,i,
Cc1nc(CNS(=O)(=O)c2cc(C)c(C)cc2C)cs1,15,-2%,16%,2%,2%,12%,8,-11%,i,Spn PMK inh pilot replicates=3.0;MK inhibit pilot replicates=0.0;Spn DPM-DC inh pilot screen %=3.0
Cc1cc(C(F)F)n2nc(C(=O)Nc3c(F)cc(F)cc3Br)nc2n1,5,-4%,10%,-4%,4%,4%,11,-2%,i,
Cc1ccc(C)c(N2CCN(C(=O)C3CCN(S(=O)(=O)c4cccc5nsnc45)CC3)CC2)c1,14,-9%,.,2%,-3%,14%,8,-4%,i,
Oc1ccc2cccnc2c1,10,44%,5%,5%,3%,5%,6,-7%,i,Spn PMK inh pilot replicates=0.5;MK inhibit pilot replicates=0.0;Spn DPM-DC inh pilot screen %=4.0
O=C(Nc1nnc(SCc2ccccc2F)s1)c1ccco1,3,-7%,6%,11%,9%,6%,15,14%,i,
CCOC(=O)Cn1c(N2CCCCCC2)nc2c1c(=O)[nH]c(=O)n2C,9,3%,7%,3%,0%,8%,4,-4%,i,
COc1ccc(C2C3=C(CC(C)(C)CC3=O)Nc3n[nH]c(C)c32)cc1 (stereo not drawn),0,-19%,6%,-21%,5%,0%,4,-9%,.,
O=C1CN(C(=O)c2ccco2)C(c2ccc(F)cc2)c2cc(Cl)ccc2N1 (stereo not drawn),10,.,10%,.,7%,.,9,.,i,
OC(CNCCCN1CCCCC1)COc1ccccc1 (stereo not drawn),0,-7%,13%,6%,0%,11%,0,4%,i,
CCCN1Cc2cccc(C(=O)NC3CCCC3)c2C1=O,17,-4%,-9%,-1%,-7%,18%,9,-5%,i,Spn PMK inh pilot replicates=5.0;MK inhibit pilot replicates=2.0;Spn DPM-DC inh pilot screen %=0.5
CCCS(=O)(=O)N1CCCC(C(=O)NC2CCCCC2)C1 (stereo not drawn),7,0%,.,-9%,1%,-2%,0,-3%,i,
CC(=O)Nc1ccc(OCC(O)Cn2nc(C)c(C(C)=O)c2C)cc1 (stereo not drawn),7,-7%,9%,.,-4%,8%,9,.,i,
CCOC(=O)c1[nH]c2ccccc2c1NC(=O)CN(C)C,11,-10%,.,4%,-1%,15%,6,-7%,i,
CCc1nc(C)cn1S(=O)(=O)c1cc(OC)c(C)cc1C,0,-5%,.,-7%,-7%,8%,0,3%,i,
Oc1ccc(Br)cc1-c1cc(-c2ccccc2F)[nH]n1,5,-3%,0%,18%,1%,21%,0,12%,i,
C=CCNc1nc(N)c(C(=O)c2ccc3c(c2)OCO3)s1,12,-3%,.,-1%,0%,13%,9,-7%,i,
CCn1c(NCc2cccc(OC)c2OC)nc2ccccc21,0,3%,12%,-6%,-4%,1%,3,-23%,i,
CC(C)CCn1c(CN2CCN(c3cccc(Cl)c3)CC2)nc2c1c(=O)n(C)c(=O)n2C,0,7%,-9%,23%,-7%,13%,7,29%,i,
